L3MBTL1 inh = blocks human L3MBTL1; actives 0.66% (n = 230,000); AlphaScreen L3MBTL1–H3K9me1 peptide binding; Potency, µM (titrated, usually from 57.1 µM), for inactives: top-dose activity, negative = inhibition, usual class: inhibitors; AID 485360; Q9Y468; active = well fitted inhibition curve with a large enough effect; inconclusive = small, poorly fitted or top-dose-only effect; inactive = no such curve, though single readings can be large or run the other way; also: nearly all actives have a fitted effect of over 60% in size
Target sequence (Q9Y468 whole entry, looked up): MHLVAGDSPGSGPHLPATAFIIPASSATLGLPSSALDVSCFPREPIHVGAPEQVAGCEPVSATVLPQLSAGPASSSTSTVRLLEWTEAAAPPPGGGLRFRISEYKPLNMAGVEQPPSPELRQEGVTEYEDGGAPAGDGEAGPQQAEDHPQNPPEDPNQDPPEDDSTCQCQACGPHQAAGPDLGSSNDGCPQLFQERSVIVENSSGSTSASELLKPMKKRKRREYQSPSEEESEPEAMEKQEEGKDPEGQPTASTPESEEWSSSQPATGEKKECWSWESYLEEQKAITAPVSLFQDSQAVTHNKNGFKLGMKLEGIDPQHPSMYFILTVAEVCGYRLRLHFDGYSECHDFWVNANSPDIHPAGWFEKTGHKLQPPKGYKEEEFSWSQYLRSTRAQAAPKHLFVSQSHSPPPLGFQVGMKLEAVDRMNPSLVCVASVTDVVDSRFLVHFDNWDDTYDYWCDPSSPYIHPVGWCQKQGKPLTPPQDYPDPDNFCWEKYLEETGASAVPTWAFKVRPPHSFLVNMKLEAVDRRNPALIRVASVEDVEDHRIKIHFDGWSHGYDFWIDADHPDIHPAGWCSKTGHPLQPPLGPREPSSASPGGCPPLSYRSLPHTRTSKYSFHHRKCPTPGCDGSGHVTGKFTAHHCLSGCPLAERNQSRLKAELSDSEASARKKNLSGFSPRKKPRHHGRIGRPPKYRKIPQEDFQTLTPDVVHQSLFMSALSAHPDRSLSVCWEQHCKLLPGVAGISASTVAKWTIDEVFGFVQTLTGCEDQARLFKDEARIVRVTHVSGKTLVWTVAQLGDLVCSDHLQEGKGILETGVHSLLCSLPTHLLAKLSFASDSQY
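Displacement of a biotinylated histone H3(1-15) peptide monomethylated at Lys9 (75 nM) from L3MBTL1 (50 nM) was measured by AlphaScreen after a 30 min room-temperature compound incubation; cefsulodin titration served as intraplate control.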
Starred values were filed as active, the others as inactive; ? = inconclusive; [ ] = dose if it differs, or a comment. % is scaled to controls: 0 for no effect and ±100 for the full control effect; potency is read from the fitted curve at half-maximal effect.

#	Compound	L3MBTL1 inh
1	C[C@H](CO)N1C[C@H](C)[C@@H](CN(C)C(=O)Nc2ccc(C(F)(F)F)cc2)Oc2c(NC(=O)C3CCCCC3)cccc2C1=O	-6%
2	Cc1ccc([N+](=O)[O-])cc1S(=O)(=O)Nc1cccc(S(=O)(=O)Nc2ccccc2C(=O)O)c1	1%
3	C#CCOc1c(Cl)cc(C2C3=C(CCCC3=O)N(CC(=O)O)C3=C2C(=O)CCC3)cc1OC	1%
4	CCOc1ccc(CCNC(=O)COC(=O)CSc2ccc(C)cc2)cc1OCC	-8%
5	Cc1ccc(S(=O)(=O)NCc2ccc(C(=O)NC3CCC(O)CC3)cc2)cc1C (stereo not drawn)	5%
6	Cc1c(Cl)cnc(NC(=O)COC(=O)/C=C/c2ccco2)c1Cl	?
7	CN(C)S(=O)(=O)c1cccc(NC(=S)NNC(=O)c2cc3ccccc3cc2O)c1	-29%
8	COc1ccc(S(=O)(=O)Nc2cccc(-c3ccc4nncn4n3)c2)c(OC)c1	?
9	O=C(Nc1ccc(O)cc1)N1CCOCC1	-1%
10	CCC1(c2ccc(F)cc2)NC(=O)N(CC(=O)N(C)C2CCS(=O)(=O)C2)C1=O (stereo not drawn)	11%
11	Clc1cccc(C2Nc3cccc4cccc(c34)N2)c1	-20%
12	Cc1csc(=O)n1CCC(=O)OC(C)C(=O)Nc1ccc(N2CCOCC2)cc1 (stereo not drawn)	-2%
13	CCN(CC)c1ccc(S(=O)(=O)N2CCOCC2)cc1NC(=O)COC(=O)c1ccco1	1%
14	c1ccc(CCCc2nc(-c3cccnc3)no2)cc1	7%
15	Cc1ccc(S(=O)(=O)N2CCCCC2)cc1C(=O)OC(C)C(=O)NCC1CCCCC1 (stereo not drawn)	-5%
16	CC(C)=CCC[C@](C)(O[C@@H]1O[C@H](CO[C@@H]2OC[C@@H](O)[C@H](O)[C@H]2O)[C@@H](O)[C@H](O)[C@H]1O)C1CC[C@]2(C)C1[C@H](O)CC1[C@@]3(C)CC[C@H](O[C@@H]4O[C@H](CO)[C@@H](O)[C@H](O)[C@H]4O)C(C)(C)C3CC[C@]12C (stereo partly drawn)	-3%
17	O=C(NCCc1ccccc1)c1ccc(NC(=O)c2cccnc2)cc1	0%
18	CC(=O)c1ccc(NC(=O)c2sc3nc(C)c(C)c(C)c3c2N)cc1	5%
19	CC(C(=O)Nc1ccc(S(=O)(=O)N2CCCC2)cc1)N1CCc2ccccc2C1 (stereo not drawn)	4%
20	CC(C)Cc1nnc(NC(=O)c2ccc3c(c2)NC(=O)C(C)S3)s1 (stereo not drawn)	-1%
21	COCCN(C(=O)CSc1n[nH]c(-c2ccccc2)n1)c1c(N)n(Cc2ccccc2)c(=O)[nH]c1=O	1%
22	Cn1cnnc1SCC(=O)NC1CC1	4%
23	CC(C#N)Sc1ccc(S(=O)(=O)N2CCCCC2)cn1 (stereo not drawn)	7%
24	Cc1ccccc1-c1cc(C(=O)NCC2CC2)n(CC2CC(c3cccnc3)=NO2)n1 (stereo not drawn)	-2%
25	CN(CC(=O)Nc1c(Cl)cccc1Cl)C(=O)CC1OC(=O)c2ccccc21 (stereo not drawn)	-1%

#	Compound	L3MBTL1 inh
26	O=C1[C@H]2[C@@H](c3ccc(F)cc3)N3C(=O)N(c4cccc(Br)c4)C(=O)[C@@]3(Cc3ccccc3)[C@H]2C(=O)N1C1CCCCC1	-1%
27	COCCn1c(C)cc(/C=N/NC(=O)c2cc3ccccc3cc2O)c1C	-1%
28	CC(=O)N(C)c1ccc(N=Cc2c(O)ccc3ccccc23)cc1	-9%
29	O=C(Cn1nc(C(=O)O)c2ccccc2c1=O)Nc1cccc(S(=O)(=O)N2CCCCCC2)c1	7%
30	CCCSc1ccc([C@@H]2[C@@H]3C(=O)N(C)C(=O)[C@@H]3[C@]3(C(=O)OC)CCCN23)cc1OC	-6%
31	CC(=NNC(=O)c1ccc(NS(=O)(=O)c2cccs2)cc1)c1ccc(OCC(N)=O)cc1	0%
32	COC(=O)CCNS(=O)(=O)c1ccc2nsnc2c1	16%
33	COc1ccc(OC)c(NC(=O)COC(=O)Cn2nnc(-c3ccccc3)n2)c1	3%
34	COc1ccc(NC(=O)CN(c2ccccc2C)S(C)(=O)=O)c(OC)c1	5%
35	CCN(C(=O)CSc1nc(-c2cccs2)nc2ccccc12)C1CCS(=O)(=O)C1 (stereo not drawn)	-1%
36	C[C@H]1CN=C(Nc2ccccc2)N1CCC1CCCCC1	6%
37	C=C(C)Cn1c(NCCC)nc2c1c(=O)n(C)c(=O)n2C	2%
38	C[C@@H](NC(=O)Cn1cnc2c(NCc3ccccc3)ncnc21)c1cccc2ccccc12	-1%
39	COC(=O)Cn1cnc2c(cnn2-c2ccc(OC)cc2)c1=O	4%
40	CN1CCc2c(sc(NC(=O)CS(=O)(=O)c3ccc(F)cc3)c2C(N)=O)C1	?
41	CC[C@@H]1C=C(C(=O)O)[C@H](c2ccc(Cl)cc2)N1S(=O)(=O)c1ccc(C)cc1	5%
42	O=C(Nc1cccc(-c2ccc(N3CCOCC3)nn2)c1)c1ccccc1Cl	-4%
43	C[n+]1nc(Nc2ccccc2)sc1-c1ccc(O)cc1	-3%
44	Cc1ccc2c(c1)-n1c(nc3ccc(C)cc3c1=O)C(Cc1ccc(O)cc1)NC2=O (stereo not drawn)	-5%
45	O=C(/C=C/c1ccc([N+](=O)[O-])cc1)OCC(=O)N1CCCCCC1	0%
46	CCNC(=O)NC(=O)CSc1ccc(S(=O)(=O)N2CCOCC2)cn1	-3%
47	O=C(Cn1cc([N+](=O)[O-])cn1)N1CCN(c2ccccc2)CC1	3%
48	CCN(c1ccccc1)S(=O)(=O)c1cc2c3c(c1)CCN3C(=O)CC2	-8%
49	CCOc1ccc(NS(=O)(=O)c2cc(C(=O)NCCCN3CCCC3=O)ccc2C)cc1	-3%
50	CN(Cc1ccccc1)C(=O)c1ccc(NC(=O)Cc2cccc(NC(=O)C3CCCN(C(=O)C4CCCCC4)C3)c2)cc1 (stereo not drawn)	-5%

#	Compound	L3MBTL1 inh
51	O=C(COC(=O)COc1ccccc1F)NCCc1ccc(F)cc1	8%
52	CCc1ccc(OCCSc2nc3ccccc3n2CC(=O)O)cc1	5%
53	O=C(NCC1CCCCC1)c1ccc(Cl)c(S(=O)(=O)N2CCOCC2)c1	-11%
54	CCOC(=O)N1CCC(NCCNC(=O)c2ccc(F)c(F)c2)CC1	4%
55	C[C@H](N)C(=O)NC[C@H]1O[C@@H](n2cnc3c(N)ncnc32)[C@H](O)[C@@H]1O	-3%
56	Cc1ccc(SCC(=O)OC(C)C(=O)N2CCc3ccccc32)cc1 (stereo not drawn)	67%[activator]
57	CC(=O)c1ccc(OCC(=O)Nc2c(C)nn(-c3ccccc3)c2C)cc1	-14%
58	COc1ccc(S(=O)(=O)N2CCCC2CNC(=O)C(=O)NCc2ccccc2)cc1 (stereo not drawn)	4%
59	CCCCc1ccc(NC(=O)CSc2nc(=O)n3cc(C)ccc3n2)cc1	0%
60	S=c1[nH]c2cc(Cl)c3cccnc3c2o1	12%
61	CCOc1ccccc1C(=O)NCC(=O)OCCCOC(=O)CNC(=O)c1ccccc1OCC	-6%
62	CCCN(C(=O)c1cccc(-n2cccc2)c1)c1c(N)n(Cc2ccccc2)c(=O)[nH]c1=O	10µM*
63	O=C(CCCOc1ccccc1)NNC(=O)c1ccc(Cl)cc1	4%
64	Cc1cc(C)n2nc(SC(C)C(=O)N3CCOCC3)nc2n1 (stereo not drawn)	2%
65	COc1ccccc1-c1c(C(F)(F)F)oc2c(CN(C)C)c(O)ccc2c1=O	8%
66	Cc1ccc(SCCN2CCN(C)CC2)cc1	-2%
67	CCCn1c(SCC(=O)Nc2ccccc2C(=O)NC2CC2)n[nH]c1=O	2%
68	CC(C)CC1NC(=O)c2ccc(Cl)cc2-n2c1nc1ccc(F)cc1c2=O (stereo not drawn)	9%
69	COc1ccc(NC(=O)CSc2nnc(Cc3cccs3)n2C)cc1	2%
70	CCOC(=O)N1CCN(C(=O)c2ccc3c(c2)N(Cc2ccc(F)cc2)CCS3)CC1	-10%
71	Cc1nccn1CC(O)COc1ccc(Cl)cc1Cl (stereo not drawn)	-3%
72	Cc1ccc(C(=O)NCCNS(=O)(=O)c2ccccc2[N+](=O)[O-])cc1	1%[2.29 µM]
73	CCOCCn1ccc2c(OCC(=O)Nc3ccccc3F)cccc2c1=O	2%
74	COc1ccc(CNC(=O)C2CCCN(S(=O)(=O)c3ccc4c(c3)C(C)(C)C(=O)N4C)C2)cc1 (stereo not drawn)	4%
75	Cc1cccc(Cn2c(N3CCN(C)CC3)nc3c2c(=O)n(C)c(=O)n3C)c1	-4%

Results in sequence from the entries so far:
Nos. 26 to 33 in L3MBTL1 inh, in turn: -1%, -1%, -9%, 7%, -6%, 0%, 16%, 3%

Arranged by number of heavy atoms (low to high): three of the compounds above
#	Compound	L3MBTL1 inh
60	S=c1[nH]c2cc(Cl)c3cccnc3c2o1	12%
65	COc1ccccc1-c1c(C(F)(F)F)oc2c(CN(C)C)c(O)ccc2c1=O	8%
58	COc1ccc(S(=O)(=O)N2CCCC2CNC(=O)C(=O)NCc2ccccc2)cc1 (stereo not drawn)	4%

Remaining list, next part
#	Compound	L3MBTL1 inh
76	CCOC(=O)C1(C)NC(c2cccc(C)c2)C2C(=O)N(c3ccccc3)C(=O)C21 (stereo not drawn)	-2%
77	CC1(c2ccc(Cl)cc2Cl)NC(=O)N(CC(=O)NC2CCCCC2)C1=O (stereo not drawn)	-2%
78	OC(CNCc1ccncc1)c1ccccc1 (stereo not drawn)	8%
79	COc1ccc(Cl)cc1NC(=O)CN(C)CC(=O)Nc1c(C)n(C)n(-c2ccccc2)c1=O	1%
80	Cc1nc(N2CCN(S(=O)(=O)c3ccccc3C#N)CC2)c2c(-c3ccccc3)csc2n1	-2%
81	CCN1C(=O)CC(c2ccccc2)N(C2CCCC2)c2nc(Nc3ccc(C(=O)NC4CCN(C)CC4)cc3OC)ncc21 (stereo not drawn)	-3%
82	CC1(C)C(=O)Nc2ccccc2N1C(=O)COC(=O)c1cc(S(C)(=O)=O)ccc1Cl	-2%
83	Cc1ccc(C2(C)NC(=O)N(CC(=O)NNC(=O)c3ccccc3)C2=O)cc1 (stereo not drawn)	3%
84	O=C(COC(=O)CC1SC(N2CCCC2)=NC1=O)Nc1ccc(Br)cc1 (stereo not drawn)	6%
85	CC(=O)c1ccc(N2C(=O)CC(N3CCN(S(=O)(=O)c4ccc(C)c(C)c4)CC3)C2=O)cc1 (stereo not drawn)	-2%
86	COc1cc([N+](=O)[O-])ccc1NC(=O)C1C2C=CC(C2)C1C(=O)O (stereo not drawn)	1%[2.29 µM]
87	CC1(c2ccccc2Cl)NC(=O)N(CC(=O)c2ccc3c(c2)OCO3)C1=O (stereo not drawn)	-12%
88	Cc1cc(C)cc(NC(=O)C(OC(=O)c2ccc(O)cc2)c2ccccc2)c1 (stereo not drawn)	-1%
89	CCOc1ccc(CCNC(=O)C2CCCN(S(=O)(=O)N3CCOCC3)C2)cc1OCC (stereo not drawn)	-1%
90	O=C(NCCC1CCCCN1S(=O)(=O)c1ccc(F)cc1)C(=O)NCCN1CCOCC1 (stereo not drawn)	3%
91	CC(C)CN1Cc2ccccc2Oc2cc(Br)ccc2S1(=O)=O	1%
92	COc1ccc([C@@H]2CC(=O)c3c(O)cc(O[C@@H]4OC(CO[C@@H]5OC(C)[C@H](O)[C@H](O)C5O)[C@@H](O)[C@@H](O)C4O)cc3O2)cc1O (stereo partly drawn)	1%
93	COc1cc(C(=S)N2CCOCC2)cc(Br)c1OS(=O)(=O)c1ccccc1	2%
94	CC(C)c1ccc(S(=O)(=O)NC2CCS(=O)(=O)C2)cc1 (stereo not drawn)	5%
95	CN(CC(=O)Nc1ccc(Cl)c(Cl)c1)C(=O)C1CCCC1	2%
96	CCC(C)[C@H]1COCCS(=O)(=O)N1Cc1ccc(Br)cc1 (stereo partly drawn)	10%
97	O=C(CCNS(=O)(=O)c1ccccc1C(F)(F)F)N1CCN(S(=O)(=O)c2cccc(F)c2)CC1	3%
98	Cc1c(C(=O)Nc2cccc(S(=O)(=O)N3CCOCC3)c2)oc2ccccc12	2%
99	CCCCCC#CCN1CCN(C23CC4CC(CC(C4)C2)C3)CC1	-3%
100	O=C(C[C@H]1C/C=C\CCC(=O)OC[C@H]2CCCN2C1=O)NCCO	8%

#	Compound	L3MBTL1 inh
101	CN(CC(=O)Nc1cccc(F)c1)C(=O)c1ccccc1Cc1ccccc1	-8%
102	COc1ccc(CNC(=O)COC(=O)Cc2ccc(Br)cc2)cc1	8%
103	CS(=O)(=O)c1cccc(C(=O)Nc2nnc(C3=COCCO3)o2)c1	?
104	CCc1c(C)nc2cc(-c3ccccc3)[nH]n2c1=O	-10%
105	Cn1nc(C(=O)NC2CCC(O)CC2)c2ccccc2c1=O (stereo not drawn)	7%

A section from the list above:
#	Compound	L3MBTL1 inh
104	CCc1c(C)nc2cc(-c3ccccc3)[nH]n2c1=O	-10%
105	Cn1nc(C(=O)NC2CCC(O)CC2)c2ccccc2c1=O (stereo not drawn)	7%

Laid out differently: two of the compounds above.
# | L3MBTL1 inh | Molecule
26 | -1% | O=C1[C@H]2[C@@H](c3ccc(F)cc3)N3C(=O)N(c4cccc(Br)c4)C(=O)[C@@]3(Cc3ccccc3)[C@H]2C(=O)N1C1CCCCC1
49 | -3% | CCOc1ccc(NS(=O)(=O)c2cc(C(=O)NCCCN3CCCC3=O)ccc2C)cc1

These rows are one share of the data; count on the stated rates, not on these rows.
